Screening data: PubChem, several laboratories
hgDAF-12 ag = H. glycines DAF-12 receptor agonists, primary screen, cell-based, luminescence, HEK293, GAL4 fusion, UAS-luciferase | HEK293 GAL4-hgDAF12 UAS-luciferase reporter, agonist luminescence; normalized to butyrate control | activation, % at 6.8 µM | 1.8% of 370,000 active | AID 687014, 2013;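 active = activation above a cutoff set at the mean of all screened compounds plus 3 SD, cut at about 10% in these data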;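 note: 0% = DMSO wells and 100% = sodium butyrate wells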
GC-A act = GC-A stimulated cGMP production enhancers – HEK293 GC-A cells, cGMP TR-FRET, EC30 ANP, primary screen | Atrial natriuretic peptide receptor 1 (Homo sapiens), P16066 | 0% at EC30 ANP, 100% saturating ANP | activation, % at 10 µM | 0.14% of 370,000 active | AID 1671463, 2021; in the data active = activation above about 40%
Target sequence (P16066 whole entry, looked up): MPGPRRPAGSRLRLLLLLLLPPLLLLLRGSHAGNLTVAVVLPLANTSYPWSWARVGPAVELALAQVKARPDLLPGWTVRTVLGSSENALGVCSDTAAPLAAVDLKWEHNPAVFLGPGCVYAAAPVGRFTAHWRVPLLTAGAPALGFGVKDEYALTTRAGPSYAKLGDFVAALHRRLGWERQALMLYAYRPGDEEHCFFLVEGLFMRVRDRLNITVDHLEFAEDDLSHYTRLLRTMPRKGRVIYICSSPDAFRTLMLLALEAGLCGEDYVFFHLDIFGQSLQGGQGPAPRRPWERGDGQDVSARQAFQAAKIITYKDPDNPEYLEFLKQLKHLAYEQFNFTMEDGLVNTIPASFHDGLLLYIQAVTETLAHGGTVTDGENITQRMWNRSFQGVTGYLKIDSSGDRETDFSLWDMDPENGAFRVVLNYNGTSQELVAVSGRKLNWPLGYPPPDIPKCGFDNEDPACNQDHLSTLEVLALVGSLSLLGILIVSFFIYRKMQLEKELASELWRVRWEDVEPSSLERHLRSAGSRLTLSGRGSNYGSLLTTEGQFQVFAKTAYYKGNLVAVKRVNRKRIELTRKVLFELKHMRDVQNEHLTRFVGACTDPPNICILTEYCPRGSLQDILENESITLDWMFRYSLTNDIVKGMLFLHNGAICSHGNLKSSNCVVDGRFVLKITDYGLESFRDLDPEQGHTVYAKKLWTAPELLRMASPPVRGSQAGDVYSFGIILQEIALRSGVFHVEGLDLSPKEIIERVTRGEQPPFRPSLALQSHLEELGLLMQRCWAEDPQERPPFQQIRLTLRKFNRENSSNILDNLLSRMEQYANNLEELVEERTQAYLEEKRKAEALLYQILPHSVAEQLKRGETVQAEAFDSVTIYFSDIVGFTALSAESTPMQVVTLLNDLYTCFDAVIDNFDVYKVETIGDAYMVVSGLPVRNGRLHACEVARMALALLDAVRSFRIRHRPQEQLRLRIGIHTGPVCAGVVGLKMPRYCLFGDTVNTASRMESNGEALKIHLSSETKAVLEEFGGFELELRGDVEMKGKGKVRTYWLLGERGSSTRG
ssDAF12 agonist = S. stercoralis DAF-12 nuclear receptor activators, primary screen, cell-based, luminescence, HEK293, GRIP1 co-expression, lit1-tk-luc; Nuclear hormone receptor DAF-12 (Strongyloides stercoralis); activation, % at 6.8 µM; HEK293 ssDAF-12/GRIP1 lit1-tk-luc reporter; % of 3 µM dafachronic acid response; 1% of 370,000 active; AID 652126, 2013;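 active = activation above the mean over all tested compounds plus 3 SD, cut at about 0.9% in these data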;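 note: 0% = DMSO-only wells and 100% = 3 µM delta7-dafachronic acid wells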
FXN GAA850 act = FXN promoter activators, primary screen, cell-based, luciferase luminescence, HEK293 lucGAA850; activation, % at 6 µM; AID 540364, 2011; HEK293 lucGAA850 FXN promoter luciferase reporter, 24 h; percent of 10 µM SAHA response; 0.56% of 360,000 active;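 active = activation above the average of all compounds screened plus 3 SD, cutoff fixed separately per campaign, cut at about 7.5% in these data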;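 note: 0% = DMSO wells and 100% = 10 µM SAHA wells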
NPR2 activator = human GC-B receptor activators, primary screen, HEK293 GC-B cells, cGMP TR-FRET, EC30 CNP; 0.11% of 370,000 active; activation, % at 10 µM; 0% at EC30 CNP, 100% saturating CNP; Atrial natriuretic peptide receptor 2 (Homo sapiens), P20594; AID 1920062, 2024;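 active = activation at 10 µM reaching about 35% in either raw or pattern-adjusted values, limit read from the data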
DAX1 inh-1 = DAX1 (NR0B1) inhibitors on StAR promoter, primary screen, cell-based, luminescence, SF-1 (NR5A1), full-length DAX-1. HEK293T StAR-luciferase reporter, SF-1/DAX-1 repression relief. inhibition, % at 6.8 µM. 1.1% of 370,000 active. AID 652010, 2013;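 active = inhibition above the mean over all tested compounds plus 3 SD, cut at about 3.6% in these data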;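 note: 0% = DAX-1 cells with DMSO and 100% = cells lacking DAX-1 with DMSO; higher inhibition means more luminescence from relief of DAX-1 repression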
ADAM10 inh = human ADAM10 inhibitors, primary screen, biochemical, QFRET, HTS; Disintegrin and metalloproteinase domain-containing protein 10 (Homo sapiens), O14672; recombinant ADAM10, EDANS/DABCYL FRET peptide cleavage, 3 h; inhibition, % at 7 µM; 0.62% of 370,000 active; AID 720582, 2013;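 active = inhibition above a per-campaign cutoff equal to the mean of compounds falling between control-based bounds plus 3 SD, cut at about 20% in these data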;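 note: 0% = DMSO wells while the 100% control is not disclosed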
SMARCA2 act = SMARCA2 (BRM) function activators, primary screen, cell-based, luminescence, high throughput | MG213 cells, MMTV-luciferase reporter, dexamethasone, overnight | activation, % at 9.1 µM | 1% of 370,000 active | AID 652017, 2013; in the data active = activation above about 7.8%;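 note: 0% = vehicle wells and 100% = reference activator wells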
DAX1 inh-2 = DAX1 (NR0B1) inhibitors, primary screen, cell-based, HEK293, Gal4-DAX1, luciferase luminescence; 0.99% of 340,000 active; AID 504766, 2011; HEK293 Gal4-DAX1 luciferase reporter; inhibition, % at 6.75 µM;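 active = inhibition above the mean over all tested compounds plus 3 SD, cut at about 4.2% in these data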;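 note: 0% = DAX1-transfected cells with DMSO and 100% = empty-vector control cells with DMSO; inhibition shows as a rise in luminescence from relieved DAX1 repression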
hcDAF12 agonist = H. contortus DAF-12 nuclear receptor activators, primary screen, cell-based, luminescence, HEK293, lit1-tk-luc reporter; 1.4% of 370,000 active; HEK293 hcDAF-12 lit1-tk-luc reporter; 0% DMSO, 100% Δ7-dafachronic acid; activation, % at 6.8 µM;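 active = activation above the mean of all tested compounds plus 3 SD, cut at about 5.5% in these data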;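 note: 100% = response to 3 µM Δ7-dafachronic acid high control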
HGIII-sPLA2 inh = human group III sPLA2 inhibitors, primary screen, biochemical, QFRET, BODIPY PC-A2 liposome substrate; AID 743126, 2013; Group 3 secretory phospholipase A2 (Homo sapiens), Q9NZ20; QFRET BODIPY PC-A2 liposome hydrolysis, fluorescence; inhibition, % at 12.2 µM; 0.56% of 370,000 active;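 active = inhibition above mean plus 3 SD of compounds lying within the high and low control bounds, cut at about 19% in these data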;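 note: 0% = median of test compound wells and 100% = no enzyme DMSO wells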
* hit, by the source's call; . = not tested or not shown.

smiles,DAX1 inh-2,hgDAF-12 ag,ADAM10 inh,SMARCA2 act,GC-A act,NPR2 activator,HGIII-sPLA2 inh,ssDAF12 agonist,FXN GAA850 act,hcDAF12 agonist,DAX1 inh-1
CC(=O)c1ccc(NC(=O)c2sc3nc(N4CCOCC4)c4c(c3c2N)CCCC4)cc1,0.2,3.8,-20,-1,27,17,2,-0.7,2.2,1.4,0.5
COc1cccc(-n2cnc3scc(-c4cccs4)c3c2=O)c1,-0.5,-3.7,-12,0,5,5,-8,-0.9,1.9,-0.7,0.3
O=C(CSc1nnc(-c2ccco2)n1Cc1ccco1)N1CCOCC1,-0.1,1.4,2,2,3,10,4,-1.2,-0.3,-1.0,-0.2
COc1cccc(CNC(=O)c2cccnc2Sc2ccc(C)cc2C)c1,0.5,-2.1,-2,-3,-6,-8,0,-1.5,0.8,-1.7,-0.7
CCCS(=O)(=O)N1CCC(C(=O)NC2CCCCC2C)CC1 (stereo unspecified),1.2,1.4,4,-1,1,-1,5,-0.9,-1.6,-1.6,-0.4
COc1cc(C(=O)CCN2CCC(c3ccccc3)C2)cc(OC)c1OC (stereo unspecified),0.0,0.1,6,1,-15,-5,-11,-1.9,-3.4,0.8,-0.4
O=[N+]([O-])c1ccc(S(=O)Cc2ccccc2)c([N+](=O)[O-])c1 (stereo unspecified),-3.2,3.7,-8,-6,21,19,-1,-1.4,-15,-1.8,-0.7
CC1(C)Cc2nc(NCCN3CCOCC3)c(C#N)cc2CO1,-0.3,-0.8,-50,-4,7,-4,7,-1.3,-0.7,-1.1,-1.1
CCc1noc(C)c1C(=O)N1CCC(CCC(=O)Nc2cccc(C)c2)CC1,-1.4,-0.4,-6,-3,-1,-2,1,-1.3,-1.7,-3.6,-2.8
CCc1ccnc(NS(=O)(=O)c2ccc3c(c2)OCCO3)c1,.,0.3,1,-4,-7,0,1,-2.1,1.9,-1.4,-0.4
O=C(Nc1ccc2[nH]c(=S)sc2c1)Nc1ccccc1F,0.8,15*,24*,3,-3,-2,-5,1.7*,2.5,7.4*,1.7
CN(C)S(=O)(=O)c1cc(NC(=O)CSc2cccc[n+]2[O-])ccc1Cl,0.7,2.7,-3,-1,-4,-2,0,-1.6,-0.3,0.9,-0.3
O=Cc1ccc(N2CCN(S(=O)(=O)c3ccc4c(c3)CC(=O)N4)CC2)cc1,.,1.0,1,-3,-9,-3,10,-1.2,2.2,-0.2,-0.2
Cc1cc(-c2n[nH]c(=S)n2CC(C)C)cs1,-0.8,1.5,-1,-2,1,3,20*,-0.6,1.2,-1.3,0.0
CNS(=O)(=O)c1ccc2nc(NC(=O)/C=C/c3ccco3)sc2c1,-1.0,2.9,-30,4,1,-3,-12,-2.0,1.2,-2.1,-1.8
COc1ccc(NC(=O)CCCn2c(=O)c3sccc3n(Cc3ccc(C)cc3)c2=O)cc1,0.5,3.2,1,1,11,18,-4,-1.6,2.6,-1.2,0.5
O=C(C(Cl)Cl)N1CCN(Cc2ccccc2)CC1,-0.5,-1.1,1,-3,6,2,-5,-0.9,-5.1,-0.8,-0.8
CN1CCN(CCC(=O)Nc2cccc(F)c2)CC1,2.8,-0.8,6,-1,3,2,5,-0.7,0.0,0.9,1.0
CCCC(C)C(=O)Nc1ccc(F)c(Cl)c1 (stereo unspecified),1.4,-0.1,-7,-2,-3,2,1,-2.2,-1.3,-0.9,-0.1
CCOC(=O)C1=C(C)NC(=O)NC1c1ccsc1 (stereo unspecified),-0.3,-0.2,-8,-5,0,11,7,-1.1,0.9,-1.6,-0.6
CCCCCC(=O)NC(=S)NNC(=O)c1ccc([N+](=O)[O-])cc1,1.2,1.3,3,-2,-2,-4,2,-1.1,-0.2,-1.7,-0.7
CCCCC(=O)NC(c1ccc(OC)c(OC)c1)c1ccc2cccnc2c1O (stereo unspecified),-2.3,-8.6,9,-3,-1,-1,14,-1.6,-7.1,-5.0,-2.2
COc1cccc(C(=O)NNC(=O)CCN2CCN(c3ccccc3)CC2)c1,-0.9,-0.7,-8,-6,-3,-3,-4,-1.6,3.3,0.5,0.1
CCNc1nc(Oc2c(Cl)cccc2Cl)cc(C(F)(F)F)n1,0.5,-0.1,2,1,-2,5,0,-1.2,0.5,-0.2,-0.1
COc1ccc(S(=O)(=O)N(C)CC(=O)N2CCC(C(N)=O)CC2)cc1Cl,0.5,1.8,-2,0,2,3,2,0.5,-1.1,-0.6,-0.5
CC1(C(=O)NS(=O)(=O)c2ccc(C#N)cc2)CCN1C(=O)C1(c2ccccc2)CCCC1 (stereo unspecified),.,-0.8,0,5,-1,-3,1,-0.7,-0.8,-0.7,0.4
Cc1ccc(S(=O)(=O)N2CCC(C(=O)N[C@H](C(=O)NC3CCS(=O)(=O)C3)C(C)C)CC2)cc1 (stereo partly specified),-0.3,-2.7,-13,1,9,-6,2,-1.5,1.5,-0.1,0.8
CCN1CCN(c2ccc(N=Cc3ccccc3O)cc2)CC1,0.9,0.2,-2,-1,0,1,3,0.0,-1.1,1.9,-0.5
CCN(C(=O)/C=C/c1ccc(OC)cc1)C1CCCCC1,0.6,1.3,-2,-2,0,0,-2,-1.8,3.0,0.2,0.1
CC(C)CCNC(=O)[C@@H](Cc1ccccc1)NC(=O)CC[C@H]1O[C@@H](n2ccc(=O)[nH]c2=O)[C@H](O)[C@@H]1O,.,1.4,-11,-2,1,-6,7,-0.5,.,-1.7,0.7

A stretch from further up, for reference:
smiles,DAX1 inh-2,hgDAF-12 ag,ADAM10 inh,SMARCA2 act,GC-A act,NPR2 activator,HGIII-sPLA2 inh,ssDAF12 agonist,FXN GAA850 act,hcDAF12 agonist,DAX1 inh-1
O=C(C(Cl)Cl)N1CCN(Cc2ccccc2)CC1,-0.5,-1.1,1,-3,6,2,-5,-0.9,-5.1,-0.8,-0.8
CN1CCN(CCC(=O)Nc2cccc(F)c2)CC1,2.8,-0.8,6,-1,3,2,5,-0.7,0.0,0.9,1.0
CCCC(C)C(=O)Nc1ccc(F)c(Cl)c1 (stereo unspecified),1.4,-0.1,-7,-2,-3,2,1,-2.2,-1.3,-0.9,-0.1
CCOC(=O)C1=C(C)NC(=O)NC1c1ccsc1 (stereo unspecified),-0.3,-0.2,-8,-5,0,11,7,-1.1,0.9,-1.6,-0.6
CCCCCC(=O)NC(=S)NNC(=O)c1ccc([N+](=O)[O-])cc1,1.2,1.3,3,-2,-2,-4,2,-1.1,-0.2,-1.7,-0.7

New compounds follow:
smiles,DAX1 inh-2,hgDAF-12 ag,ADAM10 inh,SMARCA2 act,GC-A act,NPR2 activator,HGIII-sPLA2 inh,ssDAF12 agonist,FXN GAA850 act,hcDAF12 agonist,DAX1 inh-1
Cc1sc2nc3n(c(=O)c2c1C)CCCS3,0.0,1.2,4,2,-4,-4,3,-2.0,1.2,-1.5,-0.3
Cc1ccc(CC(=O)OC(C)C(=O)NC2CCCCC2C)cc1C (stereo unspecified),-0.3,2.6,-2,3,-1,-2,-1,-1.6,-1.6,-1.1,-1.1
CCN(CC)S(=O)(=O)c1ccc(Cl)c(C(=O)OCC(=O)c2c(N)n(C)c(=O)n(C)c2=O)c1,-0.7,0.4,2,-1,10,-1,-8,-0.9,3.4,-1.7,-0.8
O=C(CCN1CCc2ccccc2C1)Nc1ccc2c(c1)OCO2,1.2,1.0,2,-1,-1,1,0,-1.0,2.1,0.2,-0.1
Cc1ccc(C(=O)Nc2ccc(N3CCN(C)CC3)cc2)cc1,3.7,10,9,-1,0,-2,7,1.3*,3.2,1.2,1.7
CC(C)(CO)NCC(=O)Nc1cc(C(F)(F)F)cc(NC(=O)CNC(C)(C)CO)c1Cl,1.2,1.2,2,-3,-3,-1,1,0.2,2.0,-0.4,-0.6
CCOC(=O)[C@]12CCCC=C1N(Cc1ccccc1)C(=O)[C@H](CC(=O)N1CCOCC1)C2,.,1.9,-6,5,0,1,4,-0.7,.,1.7,-0.2
C/C(=N\NC(=O)c1ccccc1C)c1ccc(NC(=O)c2cccs2)cc1,0.8,12*,0,7,-3,2,8,-0.5,5.9,2.1,2.6
CCOC(=O)C1(C)CCN1C(=O)c1csnn1 (stereo unspecified),.,1.0,-6,2,2,4,-2,-0.8,-0.8,1.9,-1.4
CCOc1ccccc1NC(=O)c1cccc2ccccc12,0.1,-1.4,4,0,-7,-2,-2,0.4,2.0,-1.9,-0.3
CCCCC[C@H](C)N1C[C@@H](COCc2ccccc2)Oc2cc(N3CC[C@H](N(C)C)C3)ccc2S1(=O)=O,.,0.0,3,0,4,1,-22,-0.3,.,0.0,1.0
COc1ccc(OC)c(NC(=O)CS(=O)(=O)Cc2ccccc2)c1,0.0,-1.5,-2,-1,0,-1,-7,-0.3,0.7,0.5,-0.4
COCCN1C2=C(C(=O)CC(C)(C)C2)C(c2ccc(O)c(OC)c2)C2=C1CC(C)(C)CC2=O,1.2,-1.1,5,3,-7,2,-2,-0.8,-0.9,-0.5,0.5
O=C(CN1C(=O)NC(CCc2ccccc2)C1=O)Nc1cccc(Br)c1 (stereo unspecified),0.7,5.7,13,1,3,-9,-24,-1.0,0.3,-0.3,-1.3
CC(C)C[C@H]1CN([C@@H](CC(C)C)CN2CCC[C@@H]2CN2C(=S)NC[C@@H]2Cc2ccc(O)cc2)C(=S)N1CC1CCCCC1,.,8.2,-3,2,-4,-7,-37,-0.7,.,-0.1,-0.1
CC1CN(C2=CC(=O)CCC2)CC(C)O1 (stereo unspecified),3.2,2.2,-12,-3,-4,-1,1,-2.5,1.7,1.0,1.1
Cc1ccc(S(=O)(=O)Cn2nnnc2C(c2ccccc2)N2CCN(c3ncccn3)CC2)cc1 (stereo unspecified),-0.9,-0.8,7,-2,3,-3,-12,-1.3,-2.9,-0.7,-0.9

Outcome played no part in choosing rows; any-hit rate near 6.6%.
